# RAD52 inh = RAD52 (human) annealing inhibition. recombinant RAD52 DNA annealing, FRET fluorescence. AID 651710. hit rate 0.46% among 360,000. inhibition, % at 18.7 µM;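 active means every replicate showing at least 50% inhibition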
# Target sequence (P43351 whole entry, looked up): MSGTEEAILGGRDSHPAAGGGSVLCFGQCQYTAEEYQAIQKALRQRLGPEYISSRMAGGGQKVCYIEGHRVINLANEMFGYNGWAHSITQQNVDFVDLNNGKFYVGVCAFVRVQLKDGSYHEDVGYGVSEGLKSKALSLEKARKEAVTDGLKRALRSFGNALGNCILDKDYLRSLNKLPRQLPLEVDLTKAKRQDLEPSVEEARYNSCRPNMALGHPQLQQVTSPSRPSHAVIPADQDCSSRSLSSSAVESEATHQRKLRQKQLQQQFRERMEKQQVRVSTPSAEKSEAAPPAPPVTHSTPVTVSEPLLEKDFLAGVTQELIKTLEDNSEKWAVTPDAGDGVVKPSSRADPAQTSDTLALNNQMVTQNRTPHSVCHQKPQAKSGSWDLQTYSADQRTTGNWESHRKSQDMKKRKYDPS
# RAD54 inh = RAD54 (human) branch migration inhibition; inhibition, % at 10.4 µM; hit rate 0.14% among 360,000; RAD54 Holliday junction branch migration, FAM/BHQ fluorescence;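 active means mean normalized replicate activity at least 40 and at least half of replicates scoring 40 or more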;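 further: 0% = median of neutral control wells and 100% = median of positive control wells; inhibitors cause a drop in the FAM fluorescence signal; in these data hits start at about 50%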
# PGC1a acetyl inh = modulators of PGC1a acetylation. U2OS PGC1a acetylation, AlphaScreen anti-acetyl-lysine; with virally co-expressed GCN5 acetyltransferase. inhibition, % at 15.6 µM. hit rate 0.17% among 350,000. AID 651687;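 active means every replicate shows inhibition of at least 40%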;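 further: 0% = neutral control wells and 100% = positive control wells; some results beyond the cut were filed as inactive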
# PglD inh = blocks C. jejuni PglD acetyltransferase activity | hit rate 0.098% among 360,000 | inhibition, % at 12.5 µM | purified PglD enzyme, DTNB colorimetric CoA detection; in the data active means inhibition above about 16%, passing the limit was not always enough; further: strong numbers were not always called active
# miR122 inh = miR-122 inhibition in Huh7 cells | Huh7 miR-122 Renilla luciferase sensor, 48 h; neutral wells = 0, positive control = 100 | activation (reporter increase), % at 12.5 µM | hit rate 0.3% among 340,000 | AID 602342;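 active means mean replicate activation score at least 90 and every replicate individually at or above 90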;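 further: higher luciferase means less miR-122 activity so hits act as miR-122 inhibitors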
# Cneo AK release = Cryptococcus neoformans lysis via adenylate kinase release; C. neoformans lysis, adenylate kinase release luminescence, 4 h; normalised: neutral wells 0, clomiphene wells 100; lysis activity, % at 15 µM; hit rate 0.2% among 360,000; AID 651654;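 active means mean lysis activity across replicates of at least 80%, whatever share of replicates individually reach that level; inactive means mean lysis activity below 80%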
#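 read-out = cell lysis signal | test system = log-phase Cryptococcus neoformans yeast cells | input = cells at 5 × 10^6 per mL | medium = fresh YPD growth medium | signal = luminescent adenylate kinase detection reagent | timing = 4 h at 37 °C static, read 1 h later | dosing = single dose | controls = Clomiphene as positive lysis control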
# ERAP1 inh = ERAP1 (human) enzyme inhibition. Q9NZ08. recombinant ERAP1, Leu-AMC fluorescence, 60 min. inhibition, % at 10.7 µM. hit rate 0.15% among 340,000. AID 652197;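 active means mean replicate inhibition of at least 30%, or all replicates individually reaching that 30% level; inactive means mean below 30% and not every replicate reaching it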;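 further: 0% = neutral control wells and 100% = L-leucinethiol positive control wells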
# E-sel inducer = induces E-selectin expression in human endothelial cells. P16581. HUVEC E-selectin immunofluorescence imaging; normalized: neutral wells 0, TNF-alpha wells 100. activation, % at 7.58 µM. hit rate 0.37% among 260,000. AID 686992;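 active means mean E-selectin-positive cell signal at least 10% of the positive control, reached in at least 60% of replicates, without over 20% cell loss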;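 further: in these data hits start at about 27%; measured in HUVEC primary endothelial cells; signal is the percent of cells scored E-selectin positive by PE staining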
# Target sequence (P16581 whole entry, looked up): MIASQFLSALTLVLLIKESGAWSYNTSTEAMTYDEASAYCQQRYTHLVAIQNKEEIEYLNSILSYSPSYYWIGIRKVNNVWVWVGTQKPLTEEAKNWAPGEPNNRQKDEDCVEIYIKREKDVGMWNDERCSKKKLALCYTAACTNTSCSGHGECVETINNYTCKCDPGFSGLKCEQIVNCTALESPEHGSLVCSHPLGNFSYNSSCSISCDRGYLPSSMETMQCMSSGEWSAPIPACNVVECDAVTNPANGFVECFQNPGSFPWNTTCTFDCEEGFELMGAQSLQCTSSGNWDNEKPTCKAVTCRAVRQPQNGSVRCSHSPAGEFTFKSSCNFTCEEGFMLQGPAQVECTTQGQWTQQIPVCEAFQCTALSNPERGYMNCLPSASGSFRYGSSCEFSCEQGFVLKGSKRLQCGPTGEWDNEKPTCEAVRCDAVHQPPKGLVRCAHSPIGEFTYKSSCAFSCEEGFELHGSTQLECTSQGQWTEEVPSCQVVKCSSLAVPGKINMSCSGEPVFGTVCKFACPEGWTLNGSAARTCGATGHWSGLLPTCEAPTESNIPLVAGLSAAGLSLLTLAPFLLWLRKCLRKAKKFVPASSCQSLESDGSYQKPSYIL
#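 Test system: HUVEC; input: 3,000 HUVEC/well; measured by: immunofluorescence imaging; read-out: % PE-positive cells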
# * = called active by the depositor; · = no result given; [ ] = dose if it differs, or a comment. Hits appear at their usual frequency. About 1.4% of those tested had a hit in this group.
SMILES,RAD52 inh,RAD54 inh,PGC1a acetyl inh,PglD inh,miR122 inh,Cneo AK release,ERAP1 inh,E-sel inducer
COc1ccc(NC(=O)N(C)C[C@H]2OCCCC[C@@H](C)Oc3ccc(N(C)C)cc3C(=O)N([C@H](C)CO)C[C@H]2C)cc1,3,0,10,1,1[16.7 µM],112*,0,-0.1
Cc1ccc(C)c(N2CCN(C(=O)CCS(=O)(=O)c3ccc4c(c3)NC(=O)C(C)S4)CC2)c1 (configuration not stated),-7,-16,-22,1,-8,-1,-2,·
Cc1nnc(SCc2cc(=O)[nH]c(/N=C(\N)Nc3ccccc3Sc3ccccc3)n2)s1,2,·,-12,·,·,·,-3,3.8
CCN(CC(=O)Nc1ccc2c(c1)OCCO2)CC(=O)Nc1ccc(C)c(S(=O)(=O)N(C)C)c1,-4,-1,5,2,6,-2,1,·
CN(C(=O)COC(=O)c1nn(C)c(=O)c2ccccc12)c1c(N)n(Cc2ccccc2)c(=O)[nH]c1=O,-5,11,-8,5,2,3,2,-0.3
COc1ccc2c3c([nH]c2c1)[C@H](CO)N(Cc1ccccc1Cl)CC31CN(C(C)=O)C1,-31,·,12,·,·,·,0,-0.5
CCNc1nc(CSc2ccccc2)nc2sc(C)c(C)c12,·,7,-6,-2,-4,2,·,·
N#Cc1ccccc1NC(=O)COC(=O)/C=C/c1ccc(S(=O)(=O)N2CCOCC2)cc1,-1,2,2,-1,-5,1,3,·
Cn1cc(C(=O)c2ccc(Cl)cc2)cc1-c1nc2ccccc2n1C,·,-4,3,-2,-8,0,·,·
COc1ccc(CCn2c(=S)[nH]c3ccc(N4CCOCC4)cc3c2=O)cc1OC,-12,1,1,6,-5,11,-2,·
Cc1cnc(NC(=O)C(C)N2C(=O)C3CC=CCC3C2=O)s1 (configuration not stated),·,2,-4,-3,-4,0,·,·
O=C(C1CCC1)N1C[C@@H]2[C@H](c3ccccc31)[C@H](CO)N2S(=O)(=O)c1ccccc1,5,-8,-9,0,18[16.7 µM],53,·,-0.1
C=CCOc1ccc(C2C(C#N)=C(N)N(Nc3ccccc3)C3=C2C(=O)CC(C)(C)C3)cc1OC (configuration not stated),·,2,-30,0,2,1,·,·
NS(=O)(=O)c1ccc(NCc2cc(Cl)ccc2OCc2ccc(F)cc2)cc1,-3,-3,4,-2,-1,17,2,·
CCCn1c(C)nnc1SCC(=O)NC1CCCCC1,-14,-5,·,0,·,2,1,-0.5
O=[N+]([O-])c1ccc(SCCO)nc1SCCO,-22,0,5,-7,·,0,·,-0.2
C/C=C/c1cnc2c(c1)C(=O)N([C@@H](C)CO)C[C@H](C)[C@H](CN(C)S(=O)(=O)c1ccc(F)cc1)O2,-6,-5,1,6,8[16.7 µM],53,-1,-0.3
O=C(O)CN1C(=O)/C(=C\c2cccc(OCc3ccccc3)c2)SC1=S,-27,2,·,1,·,-1,1,·
COc1ccc(N(CC(=O)NCc2ccc(F)cc2)C(=O)c2snc(C(N)=O)c2N)cc1OC,-13,6,·,0,-2,-3,5,·
CC(C)NC(=O)N1CC2(C1)[C@H](c1ccccc1)[C@@H](CO)N2C(=O)C1CC1,-10,·,-6,·,·,·,3,-0.1
COc1ccc2cc(C(=O)NCCO)sc(=O)c2c1OC,·,4,5,1,7,1,·,·
C[C@H]1CN([C@@H](C)CO)C(=O)c2cc(C#CCC3CCCC3)cnc2O[C@H]1CN(C)Cc1ccccn1,-3,-6,-9,-3,13[16.7 µM],8,0,1.0
O=c1[nH]cnc2cc(Cl)ccc12,·,3,·,8,2,-3,·,·
COCCOC(=O)c1cc(C(=O)c2cc(F)ccc2O)coc1=N,·,0,8,-3,-4,0,·,·
Cc1ccc(S(=O)(=O)N2CC=C(C(=O)NCCC(C)C)CC2)cc1,-1,·,8,-1,1,0,1,3.3
COc1ccccc1-c1nc(SCC(=O)O)n[nH]1,·,-4,-3,0,13,1,·,·
O=C1C(Cl)=C(NC(=O)c2ccccc2)C(=O)C(Cl)=C1NC(=O)c1ccccc1,-8,-1,16,-3,·,-2,6,0.2
C[C@@H]1CN([C@@H](C)CO)C(=O)Cc2cc(NC(=O)Nc3cccc4ccccc34)ccc2O[C@@H]1CN(C)Cc1ccccc1,28,-4,·,-2,2[16.7 µM],2,3,0.1
CCN(CC)C(=O)C1=C(C)Nc2ncnn2C1c1cccnc1 (configuration not stated),-15,-1,13,7,1,0,-1,0.1
COc1cc(NS(=O)(=O)c2ccc(N/C=C(\C=O)c3nc4ccccc4o3)cc2)nc(OC)n1,·,-3,7,-3,-2,-1,·,0.1
O=C(CCc1ccccc1)NC1C2CC3CC(C2)CC1C3 (configuration not stated),5,-10,·,-2,1,-1,4,1.3
C[C@@H]1CN([C@@H](C)CO)C(=O)Cc2cc(NC(=O)Cc3cn(C)c4ccccc34)ccc2O[C@@H]1CN(C)C(=O)Nc1ccccc1,4,10,-2,3,9[16.7 µM],-1,-1,0.2
O=S(=O)([O-])C/C(=C\c1ccc(Cl)cc1)c1cc[n+](CCO)cc1,-12,·,-5,·,1,·,10,·
CCOC(=O)c1c[nH]n2c(=S)ncnc12,-16,-5,·,1,-1,2,2,1.0
O=C(c1ccc(S(=O)(=O)N2CCCCCC2)cc1)N1CCCC(C(F)(F)F)C1 (configuration not stated),-3,1,2,7,-2,2,-1,-1.6
Cc1cnc(-c2nnc(N(C)C(=O)C3CCOC3)s2)cn1 (configuration not stated),·,-6,-1,3,-8,1,·,0.9
O=S(=O)(N[C@@H]1CC[C@@H](CCn2cc(C3(O)CCCC3)nn2)O[C@H]1CO)c1ccccc1,-20,1,3,-2,·,46,-1,-0.7
CCOC(=O)C1=CC[C@H]2c3c(c4ccccc4n3C)C(=O)C1N2C(=O)OC(C)(C)C,-11,2,-3,-6,20,3,-4,-0.1
c1ccc(C2CSc3ccccc3N2)cc1 (configuration not stated),-53,6,0,3,3,-1,0,0.0
O=C1CCCCC1Sc1nnc(Cc2cccs2)n1CCc1ccccc1 (configuration not stated),·,3,-16,-4,3,3,·,·

# Copied from the listing (13 entries):
SMILES,RAD52 inh,RAD54 inh,PGC1a acetyl inh,PglD inh,miR122 inh,Cneo AK release,ERAP1 inh,E-sel inducer
COc1ccc(NC(=O)N(C)C[C@H]2OCCCC[C@@H](C)Oc3ccc(N(C)C)cc3C(=O)N([C@H](C)CO)C[C@H]2C)cc1,3,0,10,1,1[16.7 µM],112*,0,-0.1
Cc1ccc(C)c(N2CCN(C(=O)CCS(=O)(=O)c3ccc4c(c3)NC(=O)C(C)S4)CC2)c1 (configuration not stated),-7,-16,-22,1,-8,-1,-2,·
Cc1nnc(SCc2cc(=O)[nH]c(/N=C(\N)Nc3ccccc3Sc3ccccc3)n2)s1,2,·,-12,·,·,·,-3,3.8
CCN(CC(=O)Nc1ccc2c(c1)OCCO2)CC(=O)Nc1ccc(C)c(S(=O)(=O)N(C)C)c1,-4,-1,5,2,6,-2,1,·
CN(C(=O)COC(=O)c1nn(C)c(=O)c2ccccc12)c1c(N)n(Cc2ccccc2)c(=O)[nH]c1=O,-5,11,-8,5,2,3,2,-0.3
COc1ccc2c3c([nH]c2c1)[C@H](CO)N(Cc1ccccc1Cl)CC31CN(C(C)=O)C1,-31,·,12,·,·,·,0,-0.5
CCNc1nc(CSc2ccccc2)nc2sc(C)c(C)c12,·,7,-6,-2,-4,2,·,·
N#Cc1ccccc1NC(=O)COC(=O)/C=C/c1ccc(S(=O)(=O)N2CCOCC2)cc1,-1,2,2,-1,-5,1,3,·
Cn1cc(C(=O)c2ccc(Cl)cc2)cc1-c1nc2ccccc2n1C,·,-4,3,-2,-8,0,·,·
COc1ccc(CCn2c(=S)[nH]c3ccc(N4CCOCC4)cc3c2=O)cc1OC,-12,1,1,6,-5,11,-2,·
Cc1cnc(NC(=O)C(C)N2C(=O)C3CC=CCC3C2=O)s1 (configuration not stated),·,2,-4,-3,-4,0,·,·
O=C(C1CCC1)N1C[C@@H]2[C@H](c3ccccc31)[C@H](CO)N2S(=O)(=O)c1ccccc1,5,-8,-9,0,18[16.7 µM],53,·,-0.1
C=CCOc1ccc(C2C(C#N)=C(N)N(Nc3ccccc3)C3=C2C(=O)CC(C)(C)C3)cc1OC (configuration not stated),·,2,-30,0,2,1,·,·

# Remaining list, next part
SMILES,RAD52 inh,RAD54 inh,PGC1a acetyl inh,PglD inh,miR122 inh,Cneo AK release,ERAP1 inh,E-sel inducer
O=C(/C=C/c1c(Cl)cccc1Cl)N1CCN(c2ncccn2)CC1,·,-4,16,-1,-7,4,·,·
C[C@H](CO)N1C[C@H](C)[C@H](CN(C)CC2CC2)Oc2cc(C#Cc3ccncc3)ccc2S1(=O)=O,9,2,-14,-2,-3[16.7 µM],-2,0,0.1
Cc1ccc(NC(=O)CCN2CCN(C/C=C/c3ccccc3)CC2)cc1,·,5,-13,3,-5,4,·,·
CCCOc1ccc(C(=O)NCC(c2ccco2)N(C)C)cc1 (configuration not stated),-4,-9,6,3,-8,1,-2,0.0
CC(C)C(C)NC(=O)COc1ccc(-c2ccccc2)cc1 (configuration not stated),·,-11,-1,9,7,0,·,·
Cn1c(-c2ccc3c(c2)OCO3)cnc1NCc1ccccc1,·,-1,·,-4,9,0,·,·
O=C(NC(C(=O)c1ccccc1)N1CCCCC1)c1ccccc1 (configuration not stated),·,7,-3,0,-3,2,·,·
COC(=O)C[C@@H]1CC[C@@H]2[C@H](COC[C@@H](O)CN2CCC(F)(F)F)O1,·,12,0,2,3[16.7 µM],-3,·,-0.1
COc1ccc2oc(C(=O)N3CCN(c4ncccn4)CC3)c(C)c2c1,-9,1,·,8,·,0,0,·
COC(=O)[C@]1(Cc2ccccc2)N[C@H](CN(C)C(=O)c2ccc(C)cc2)[C@@H]2C(=O)N(C)C(=O)[C@@H]21,-10,6,·,2,·,0,-1,3.5
Cc1ccccc1S(=O)(=O)N[C@H]1CC[C@@H](CCn2cc(-c3ccc(F)cc3)nn2)O[C@H]1CO,-3,-6,-12,-2,-6[16.7 µM],5,1,-0.3
CN1C(=O)C(O)(C2COC(C)(C)CC2=O)c2cc(Br)ccc21 (configuration not stated),·,7,-7,4,2,3,·,·
COC(=O)c1ccc(C23CC4(C2)[C@H](CN(Cc2ccc(-c5ccccc5)cc2)[C@@H]4c2ccccc2)C3c2ccccc2)cc1 (some centres not stated),-46,-4,·,-7,8,-20,-1,-0.3
CCCCN(C(=O)C1CCC1)c1c(N)n(CCC)c(=O)[nH]c1=O,-23,2,0,-3,0,3,1,·
CNC(=O)COc1coc(CN2CCN(C(=O)c3ccco3)CC2)cc1=O,-1,-1,-31,2,·,0,0,2.6
CC(C)N(Cc1ccccc1)C(=O)CN1C(=O)NC(Cc2ccccc2)(c2ccccc2)C1=O (configuration not stated),-4,21,1,6,-4,-1,1,·
N#Cc1nc(Nc2cc(F)cc(F)c2)c2ncn(CC(F)F)c2n1,-29,-25,·,-2,·,1,4,0.4
CC1(C(=O)O)CCCN(C(=O)C2(c3ccc(Cl)cc3)CCCC2)C1 (configuration not stated),-8,-7,-2,-2,-3,5,2,·
COc1cccc(N2C(=NC(=O)C3CCCCC3)SC3CS(=O)(=O)CC32)c1 (configuration not stated),-5,2,8,0,3,1,-2,·
COC(=O)Nc1ccc(S(=O)(=O)n2cnc3ccccc32)cc1,·,-4,-6,-2,-8,2,·,·
O=C(O)c1cccc2c3c([nH]c12)CCCC3,-12,-2,6,0,-4,2,7,1.0
COc1ccc(NC(=O)CCCN2C(=O)C3C4C=CC(C4)C3C2=O)c(OC)c1 (configuration not stated),-8,-3,-9,-2,-2,0,7,·
CCn1c(=O)n(CC(=O)Nc2cc(OC)c(OC)c(OC)c2)c(=O)c2ccccc21,·,-6,-7,3,-7,2,·,·

# Bioassay records (PubChem)
